Vif imaging: inhibitors of HIV Vif. HEK293T cells, Vif self-association by quenched fluorescence, imaging, 24 h. inhibition, % at 7.49 µM. actives 0.35% (n = 340,000). AID 602346; in the data active = inhibition above about 50%, passing the limit was not always enough; note: some results filed as inactive read as strong as hits
SRC1 inh: inhibitors of human steroid receptor coactivator 1 (SRC1). Q15788. HEK293 GAL4-SRC1 luciferase reporter, luminescence. inhibition, % at 3.6 µM. actives 0.12% (n = 360,000). AID 588354;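 active = inhibition above the campaign mean plus 3 SD, with each screening campaign given its own cutoff, cut at about 60% in these data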;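 note: 0% = DMSO treated cells and 100% = gossypol at 36 µM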
TLR9-MyD88 inh: TLR9-MyD88 interaction inhibition. Q9NR96+Q99836. CHO BLA complementation TLR9-MyD88, CCF4 FRET ratio. inhibition, % at 4.98 µM. actives 0.21% (n = 340,000);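 active = inhibition above the mean over all tested compounds plus 3 SD, cut at about 21% in these data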;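 note: 0% = DMSO only wells and 100% = clavulanate BLA inhibitor control wells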
SRC2 inh: inhibits human steroid receptor coactivator 2. Q15596. HEK293 GAL4-SRC2 luciferase reporter, luminescence. inhibition, % at 9 µM. actives 0.17% (n = 370,000);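 active = inhibition above the mean inhibition of all tested compounds plus 3 SD, set per campaign, cut at about 52% in these data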;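 note: 0% = DMSO treated cells and 100% = cells given Gossypol at 36 µM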
EBV LMP1 NFkB: inhibitors of Epstein-Barr LMP1-induced NF-kappaB reporter; LMP1-induced NF-kappaB luciferase reporter cells, luminescence; inhibition, % at 12.5 µM; actives 0.69% (n = 350,000); AID 504558; in the data active = inhibition above about 41%;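 note: 0% = neutral control wells and 100% = reference inhibitor control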
LRH-1 inv ag: inverse agonists of human LRH-1 (NR5A2) | O00482 | HEK293T StAR-luciferase reporter, LRH-1 transfected, 24 h | inhibition, % at 3.6 µM | actives 0.13% (n = 360,000);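 active = inhibition above the mean inhibition of all tested compounds plus 3 SD, cut at about 73% in these data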;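 note: 0% = DMSO wells and 100% = reporter-only cells lacking LRH-1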
Target sequence (O00482 whole entry, looked up): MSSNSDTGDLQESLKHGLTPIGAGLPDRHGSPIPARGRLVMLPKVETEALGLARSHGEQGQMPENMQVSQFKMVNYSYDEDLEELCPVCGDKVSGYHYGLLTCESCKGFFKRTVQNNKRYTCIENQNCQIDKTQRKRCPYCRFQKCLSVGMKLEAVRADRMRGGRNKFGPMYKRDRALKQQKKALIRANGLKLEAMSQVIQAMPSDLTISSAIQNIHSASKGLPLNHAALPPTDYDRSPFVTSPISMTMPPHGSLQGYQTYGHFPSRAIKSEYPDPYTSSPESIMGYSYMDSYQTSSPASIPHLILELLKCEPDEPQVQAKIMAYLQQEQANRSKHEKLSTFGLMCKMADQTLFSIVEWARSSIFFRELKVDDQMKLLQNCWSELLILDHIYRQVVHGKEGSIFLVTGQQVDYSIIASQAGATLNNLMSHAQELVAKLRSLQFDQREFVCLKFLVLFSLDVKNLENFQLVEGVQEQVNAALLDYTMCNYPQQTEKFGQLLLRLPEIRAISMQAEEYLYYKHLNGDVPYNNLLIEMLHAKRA
TROY NFkB inh: inhibitors of TROY-dependent NF-kB signaling | actives 0.98% (n = 360,000) | inhibition, % at 10 µM | AID 1347056 | Q293 LMP1-TROYcd NF-kB luciferase reporter, 4 h;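 active = compounds whose plate-normalised and pattern-corrected inhibition of the luciferase reporter signal at the single screening dose is 50% or more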
NOD2 RIPK2 PPI: NOD2-RIPK2 protein interaction inhibition | O43353 | CHO BLA complementation NOD2-RIPK2, CCF4 ratio | inhibition, % at 4.98 µM | actives 0.38% (n = 360,000) | AID 624267; in the data active = inhibition above about 21%;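 note: 0% = vehicle only and 100% = reference blocker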
NR2F2 inh: inhibitors of human COUP-TFII (NR2F2); P24468; HEK293T NGFI-A luciferase reporter, luminescence; inhibition, % at 8.6 µM; actives 0.7% (n = 370,000);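 active = inhibition above a per-plate cutoff, mean inhibition of test wells between control levels plus 3 SD, cut at about 38% in these data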;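 note: cells cotransfected with COUP-TFII expression vector driving the NGFI-A reporter; 0% = median of COUP-TF2 test wells and 100% = reporter-only cells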
SRC3 inh: inhibits human SRC3 coactivator; HEK293 GAL4-SRC3 luciferase reporter, luminescence; actives 0.17% (n = 360,000); inhibition, % at 3.6 µM;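 active = inhibition above a per-campaign cutoff, the mean of all compounds plus 3 SD, cut at about 60% in these data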;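 note: 0% = DMSO-treated cells and 100% = gossypol-treated cells at 36 µM; higher means less SRC3-driven luciferase light from the GAL4 reporter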
TRAIL sens C8: sensitizes caspase-8 expressing cells to TRAIL; NB7+C8 cells + TRAIL, ATPlite viability luminescence; inhibition (viability loss, TRAIL sensitization), % at 10 µM; actives 1% (n = 360,000); AID 624354;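 active = compounds causing at least 50% loss of cell viability in the single-dose screen, relative to plate controls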
Numbers without * were called inactive; . = not tested or not shown. Not all compounds are listed. The share of hits here may be higher or lower than overall.

no. | smiles | Vif imaging | SRC1 inh | TLR9-MyD88 inh | SRC2 inh | EBV LMP1 NFkB | LRH-1 inv ag | TROY NFkB inh | NOD2 RIPK2 PPI | NR2F2 inh | SRC3 inh | TRAIL sens C8
1 | O=C(CN1C(=O)NC2(CCCC2)C1=O)Nc1cc(C(F)(F)F)ccc1N1CCOCC1 | 14 | 7 | -99 | -22 | 4 | 5 | 2 | -3 | 9 | 15 | 7
2 | O=C(CSc1nnc(-c2ccccc2Cl)o1)N1CCCCC1 | -5 | -61 | 4 | -82 | -20 | -126 | -63 | -8 | -45 | -53 | 18
3 | CCCCN(CCCC)S(=O)(=O)c1ccc(N2CCCC2=O)c([N+](=O)[O-])c1 | -8 | -5 | 3 | 6 | -44 | 19 | -6 | 8 | 4 | -8 | -8
4 | COc1cccc(-c2nnc(SCC3CNC(=O)O3)n2-c2ccc(Cl)cc2)c1 (stereo not drawn) | -12 | -17 | 1 | -17 | -2 | 8 | 2 | -3 | -3 | 31 | 0
5 | COc1cc(/C=N/O)ccc1OCc1ccc(C(=O)O)cc1 | 2 | -135 | 5 | -44 | 86* | -214 | -50 | 1 | -33 | -84 | 71*
6 | CS(=O)(=O)c1ccc(CNC(=O)C2(C(F)(F)F)C/C(=C\Cc3ccccc3)CCCO2)cc1 (stereo not drawn) | -6 | -3 | -7 | -18 | -5 | 10 | -1 | -6 | 3 | 13 | -4
7 | COc1ccc(CN(C)C(=O)C(Cc2ccccc2)NC(=O)c2ccccc2)c(OC)c1OC (stereo not drawn) | -6 | 1 | -4 | 10 | 0 | 10 | 4 | 7 | 18 | -1 | 10
8 | COc1ccc(/C=N/n2c(C3CCCCC3)n[nH]c2=S)c(OC)c1 | 11 | 6 | 4 | -55 | -2 | 0 | 10 | 15 | -4 | -3 | -6
9 | NC(=O)Cn1c(=O)n(C2CCCCC2)c(=O)c2c3c(sc21)CCCCC3 | -2 | 1 | -14 | 7 | 2 | -5 | -17 | -12 | 4 | 1 | -27
10 | CC1(C)CC2CC(C)(CN2S(=O)(=O)c2ccc(C(=O)Nc3cccc(S(=O)(=O)N4CCOCC4)c3)cc2)C1 (stereo not drawn) | -19 | 7 | -5 | 20 | 17 | 44 | 35 | -5 | 68* | 24 | 32
11 | C[C@H](CO)N1C[C@H](C)[C@H](CN(C)CC2CCCCC2)Oc2ccc(NS(=O)(=O)c3ccc(F)cc3)cc2CC1=O | . | -2 | 9 | -11 | -5 | -8 | 0 | 13 | 4 | -2 | 5
12 | O=C(CSc1nc2ccsc2c(=O)n1NC(=O)c1ccccc1)NCc1ccco1 | 0 | -20 | 7 | -28 | -31 | -39 | -21 | -2 | -14 | -20 | -1
13 | O=C(CCCC(=O)N(CC(=O)NC1CCCCC1)c1ccc(F)cc1)Nc1ccccn1 | -3 | 4 | -4 | 3 | -1 | 9 | -5 | -7 | 0 | 8 | 5
14 | COc1cc(OC)cc(C(=O)NC(C)CNc2ccc(Cl)cc2[N+](=O)[O-])c1 (stereo not drawn) | -6 | -3 | -15 | 21 | -7 | 0 | 16 | 0 | 1 | 6 | -11
15 | Cc1cc(NC(=O)CC23CC4CC(C2)CC(CC(=O)Nc2cc(C)on2)(C4)C3)no1 | -1 | -5 | -13 | -36 | 5 | -8 | 0 | -11 | -6 | 1 | 11
16 | Cc1cc(C)c(-c2csc(NC(=O)c3n[nH]c(=O)c4ccccc34)n2)c(C)c1 | 0 | 10 | -9 | 12 | 18 | -4 | 5 | 11 | -6 | 24 | 40
17 | COc1ccc(CCN(C)C(=O)N2CCOCC2)cc1OC | 30 | 1 | 1 | -39 | -2 | 10 | 3 | 1 | 4 | 9 | -7
18 | COc1ccc(C2=CCCCCC2)cc1OC | 8 | -10 | -13 | -22 | -1 | 0 | -44 | 4 | 0 | -28 | -4

Ordered by the number under LRH-1 inv ag (rising): some entries from above
item | compound | Vif imaging | SRC1 inh | TLR9-MyD88 inh | SRC2 inh | EBV LMP1 NFkB | LRH-1 inv ag | NOD2 RIPK2 PPI | NR2F2 inh | SRC3 inh
12 | O=C(CSc1nc2ccsc2c(=O)n1NC(=O)c1ccccc1)NCc1ccco1 | 0 | -20 | 7 | -28 | -31 | -39 | -2 | -14 | -20
11 | C[C@H](CO)N1C[C@H](C)[C@H](CN(C)CC2CCCCC2)Oc2ccc(NS(=O)(=O)c3ccc(F)cc3)cc2CC1=O | . | -2 | 9 | -11 | -5 | -8 | 13 | 4 | -2
9 | NC(=O)Cn1c(=O)n(C2CCCCC2)c(=O)c2c3c(sc21)CCCCC3 | -2 | 1 | -14 | 7 | 2 | -5 | -12 | 4 | 1
4 | COc1cccc(-c2nnc(SCC3CNC(=O)O3)n2-c2ccc(Cl)cc2)c1 (stereo not drawn) | -12 | -17 | 1 | -17 | -2 | 8 | -3 | -3 | 31
6 | CS(=O)(=O)c1ccc(CNC(=O)C2(C(F)(F)F)C/C(=C\Cc3ccccc3)CCCO2)cc1 (stereo not drawn) | -6 | -3 | -7 | -18 | -5 | 10 | -6 | 3 | 13

Complete entries from above. Screens in order: Vif imaging	SRC1 inh	TLR9-MyD88 inh	SRC2 inh	EBV LMP1 NFkB	LRH-1 inv ag	TROY NFkB inh	NOD2 RIPK2 PPI	NR2F2 inh	SRC3 inh	TRAIL sens C8
`COc1cc(OC)cc(C(=O)NC(C)CNc2ccc(Cl)cc2[N+](=O)[O-])c1` (stereo not drawn) is listed with -6	-3	-15	21	-7	0	16	0	1	6	-11
`COc1cc(/C=N/O)ccc1OCc1ccc(C(=O)O)cc1` is listed with 2	-135	5	-44	86*	-214	-50	1	-33	-84	71*

From PubChem BioAssay
